Bioassay records as filed in PubChem BioAssay.
PREPL inhibitor: inhibits the human prolyl oligopeptidase-like enzyme; AID 2751; 0.68% of 320,000 active; recombinant PREPL, fluorescence polarization activity-based probe; inhibition, % at 5.96 µM; Q4J6C6; in the data active = inhibition above about 43%;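 also: 0% = enzyme with DMSO and 100% = wells lacking enzyme; many of its hits are not listed in these tables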
PAD4 FP inh: PAD4 (human) enzyme inhibition. inhibition, % at 6.36 µM. Q9UM07. recombinant PAD4, RCA probe fluorescence polarization. 0.41% of 330,000 active;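 active = percent inhibition above a cutoff equal to the mean of all tested compounds plus 3 SD, cut at about 15% in these data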;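 also: 0% = PAD4 with RCA probe and DMSO and 100% = probe without PAD4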
GSTO1 counter: GSTO1 inhibition, counter-screen for RBBP9 inhibitors | inhibition, % at 5.96 µM | 1.1% of 300,000 active | AID 1974 | recombinant GSTO1, activity-based probe fluorescence polarization;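 active = inhibition above the campaign mean inhibition plus 3 SD, cut at about 35% in these data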;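 also: 0% = GSTO1-1 with DMSO and 100% = wells lacking GSTO1-1 enzyme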
Target sequence (P78417 whole entry, looked up): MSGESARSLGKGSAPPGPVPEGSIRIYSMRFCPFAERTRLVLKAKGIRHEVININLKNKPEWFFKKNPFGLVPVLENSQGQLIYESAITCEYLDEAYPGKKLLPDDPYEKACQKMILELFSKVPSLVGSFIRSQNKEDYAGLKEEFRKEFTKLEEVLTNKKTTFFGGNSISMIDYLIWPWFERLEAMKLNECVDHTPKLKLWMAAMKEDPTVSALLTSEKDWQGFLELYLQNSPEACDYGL
LYPLA1 inh: blocks human lysophospholipase 1, a PME1 counter-screen | O75608 | recombinant LYPLA1, FP-Rh probe fluorescence polarization | inhibition, % at 5.9 µM | 0.16% of 320,000 active;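 active = inhibition above the mean of all tested compounds plus 3 SD, set per campaign, cut at about 14% in these data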;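 also: inhibitors block serine hydrolase probe labeling of LYPLA1 so polarization falls; 0% = enzyme with DMSO and 100% = wells lacking LYPLA1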
Target sequence (O75608 whole entry, looked up): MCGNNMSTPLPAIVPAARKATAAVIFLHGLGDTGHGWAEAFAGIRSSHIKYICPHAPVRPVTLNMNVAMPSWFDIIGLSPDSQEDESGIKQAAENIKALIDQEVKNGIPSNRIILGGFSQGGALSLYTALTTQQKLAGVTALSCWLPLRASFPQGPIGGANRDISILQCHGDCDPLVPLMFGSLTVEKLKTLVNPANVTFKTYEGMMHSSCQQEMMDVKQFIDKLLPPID
PAFAH2 inh: PAFAH2 (human) inhibition. recombinant PAFAH2, FP-rhodamine activity probe, fluorescence polarization. inhibition, % at 3.39 µM. 0.99% of 340,000 active;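 active = inhibition above the mean over all tested compounds plus 3 SD, cut at about 30% in these data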;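 also: inhibitors block probe labeling of enzyme so polarization drops; 0% = enzyme with DMSO and 100% = wells lacking PAFAH2 protein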
ZTA DNA inh: counter-screen for EBNA-1 inhibitors: inhibitors of Epstein-Barr virus ZTA; inhibition, % at 11 µM; AID 2234; ZTA-DNA binding, fluorescence polarization; 0.15% of 320,000 active; in the data active = inhibition above about 33%
Target sequence (P03206 whole entry, looked up): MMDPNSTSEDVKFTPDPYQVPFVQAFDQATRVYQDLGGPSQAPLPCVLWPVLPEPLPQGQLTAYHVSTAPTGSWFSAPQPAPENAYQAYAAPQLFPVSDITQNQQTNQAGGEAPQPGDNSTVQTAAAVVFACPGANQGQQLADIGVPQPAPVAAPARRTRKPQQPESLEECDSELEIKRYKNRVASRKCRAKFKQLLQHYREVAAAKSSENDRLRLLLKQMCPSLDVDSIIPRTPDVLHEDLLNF
PAFAH1B3 inh: inhibitors of human PAFAH1B3. 0.28% of 340,000 active. recombinant PAFAH1B3, FP-rhodamine probe, fluorescence polarization. inhibition, % at 3.39 µM;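 active = inhibition above the screen-wide average of all tested compounds plus 3 SD, cut at about 25% in these data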;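 also: 0% = enzyme with DMSO only and 100% = wells lacking PAFAH1B3 protein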
Target sequence (Q15102 whole entry, looked up): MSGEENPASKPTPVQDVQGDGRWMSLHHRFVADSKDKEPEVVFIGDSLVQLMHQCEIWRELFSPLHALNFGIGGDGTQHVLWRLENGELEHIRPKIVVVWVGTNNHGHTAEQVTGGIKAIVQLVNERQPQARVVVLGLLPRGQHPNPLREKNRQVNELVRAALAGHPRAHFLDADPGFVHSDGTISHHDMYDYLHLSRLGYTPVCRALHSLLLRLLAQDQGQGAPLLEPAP
EBNA-1 inh: blocks EBNA-1 binding to DNA; AID 1950; EBNA-1 DNA binding, fluorescence polarization; inhibition, % at 14.8 µM; 0.34% of 300,000 active; in the data active = inhibition above about 28%
LYPLA2 inh: LYPLA2 (human) inhibition in PME1 counter-screen. O95372. AID 2177. inhibition, % at 5.9 µM. recombinant LYPLA2, FP-Rh probe fluorescence polarization. 0.38% of 320,000 active;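 active = inhibition above the screen-wide mean plus 3 SD, limit set per campaign, cut at about 26% in these data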;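 also: 0% = LYPLA2 with DMSO and 100% = wells lacking LYPLA2 enzyme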
Active calls of the source: *; nt = no result given. These rows are one share of the data. The share of hits here may be higher or lower than overall.

Start of the listing, in advance:
entry	SMILES	PREPL inhibitor	PAD4 FP inh	GSTO1 counter	LYPLA1 inh	PAFAH2 inh
1	CCOC(=O)c1sc2nccc(N(C)C)c2c1N=CNOCc1c(F)cccc1Cl	14	3	-2	-7	8
2	N#Cc1ccccc1Cn1c(=O)oc2ccccc21	17	4	1	-1	-2
3	O=C(CSc1ccccn1)N1CCN(c2ccc(Cl)cc2)CC1	16	-1	6	2	-1
4	CC(C)(C)SCCNC(=O)CN(c1ccc(F)c(Cl)c1)S(C)(=O)=O	3	-3	1	-2	0
5	COc1ccc(-c2ccc(CCC(=O)O)o2)cc1	5	-4	2	5	-11

entry	ZTA DNA inh	PAFAH1B3 inh	EBNA-1 inh	LYPLA2 inh
1	-11	1	-9	-9
2	16	10	-6	-3
3	-9	5	14	9
4	-11	3	10	-3
5	9	-5	4	6

Results, repeating the preview:
entry	SMILES	PREPL inhibitor	PAD4 FP inh	GSTO1 counter	LYPLA1 inh	PAFAH2 inh
1	CCOC(=O)c1sc2nccc(N(C)C)c2c1N=CNOCc1c(F)cccc1Cl	14	3	-2	-7	8
2	N#Cc1ccccc1Cn1c(=O)oc2ccccc21	17	4	1	-1	-2
3	O=C(CSc1ccccn1)N1CCN(c2ccc(Cl)cc2)CC1	16	-1	6	2	-1
4	CC(C)(C)SCCNC(=O)CN(c1ccc(F)c(Cl)c1)S(C)(=O)=O	3	-3	1	-2	0
5	COc1ccc(-c2ccc(CCC(=O)O)o2)cc1	5	-4	2	5	-11
6	CC(/C=N/NC(=O)c1cccc(F)c1)=C\c1ccccc1	8	-4	-5	-2	4
7	CCc1nc2c3cnn(-c4cc(Cl)ccc4C)c3ncn2n1	5	-3	7	4	1
8	Cc1nc2cc(-c3cccc(F)c3)nn2c(C)c1CCC(=O)NC(C)c1ccc2c(c1)OCCO2 (stereo not drawn)	-6	0	-2	-3	0
9	O=C(O)c1ccccc1-n1ncc2c1/C(=C/c1ccc(Cl)cc1)CC2	-3	0	-3	-1	nt
10	CCC1CCC(c2nnc(-c3ccc([N+](=O)[O-])cc3)o2)CC1 (stereo not drawn)	4	0	7	6	5

entry	ZTA DNA inh	PAFAH1B3 inh	EBNA-1 inh	LYPLA2 inh
1	-11	1	-9	-9
2	16	10	-6	-3
3	-9	5	14	9
4	-11	3	10	-3
5	9	-5	4	6
6	-9	6	-12	-10
7	-12	5	-1	5
8	13	-9	2	-8
9	13	nt	-5	-4
10	10	4	6	49*

Later entries:
entry	SMILES	PREPL inhibitor	PAD4 FP inh	GSTO1 counter	LYPLA1 inh	PAFAH2 inh
11	CCCn1c(C)cc(/C=C(\C#N)C(=O)OCC(=O)N(C)c2c(N)n(Cc3ccccc3)c(=O)[nH]c2=O)c1C	9	-1	-10	-1	-3
12	O=C(c1ccccc1[N+](=O)[O-])N1CCN(Cc2ccc3c(c2)OCO3)CC1	5	2	-3	-2	-1
13	O=C(NCc1ccncc1)c1cccc(NS(=O)(=O)c2ccc(F)c(F)c2)c1	5	0	nt	6	3
14	O=[N+]([O-])c1cc(C(F)(F)F)ccc1N1CCCNCC1	-6	5	-5	1	6
15	Cc1cc(C(=O)Nc2ccc(Br)cc2)cs1	-5	-1	-1	-2	1
16	COc1ccc(OC)c2sc(NC(=O)C3=COCCO3)nc12	12	3	-4	3	1
17	O=C(CN1C(=O)c2cccc3cccc1c23)NC1CCCC1	8	-1	0	0	-11
18	COc1ccccc1N1CCN(C(=O)c2cc3c(=O)n4cccc(C)c4nc3s2)CC1	-10	-3	-5	2	2
19	COc1ccc2c(c1)C(C)=CC(C)(C)N2C(=O)CSc1nnc(-c2ccc(C)cc2)o1	14	1	2	-3	3
20	COc1ccc(CCC(=O)OCC(=O)NC(=O)c2ccc(Cl)cc2)cc1	-6	0	nt	nt	2

entry	ZTA DNA inh	PAFAH1B3 inh	EBNA-1 inh	LYPLA2 inh
11	-5	2	7	4
12	-9	0	11	3
13	13	-2	nt	5
14	9	-12	-8	7
15	6	6	-1	3
16	-13	7	-10	8
17	-6	0	-5	1
18	7	-2	-10	7
19	9	-6	6	-1
20	nt	4	nt	nt

More records follow:
entry	SMILES	PREPL inhibitor	PAD4 FP inh	GSTO1 counter	LYPLA1 inh	PAFAH2 inh
21	CN(Cc1ccon1)C(=O)CC1C(=O)NCCN1Cc1cccc(F)c1F (stereo not drawn)	1	-3	2	0	-3
22	COc1ccc(NC(=O)CSc2nc3c(c(-c4cccs4)c2C#N)CN(C)CC3)cc1OC	44*	2	14	0	5
23	O=C(CSc1ncn(-c2ccccc2)n1)N1CCc2ccccc21	-12	4	-3	-1	-6
24	COc1ccc(N(C(=O)c2ccncc2)S(=O)(=O)c2ccccc2)cc1	-4	-4	1	4	5
25	COc1ccc(N(C)C(=O)c2oc(=O)c3ccccc3c2-c2ccccc2)c(OC)c1	6	3	2	-2	10
26	COC(=O)C1CCN(C(=O)c2ccccc2NC(C)=O)CC1	-20	1	-3	-1	1
27	Nc1ncnc2c1ncn2[C@@H]1O[C@H](CNCc2ccc(OCc3ccccc3)cc2)[C@@H](O)[C@H]1O	5	-2	nt	nt	0
28	Cc1ccc(C)c(S(=O)(=O)N2CCN(C(=O)c3n[nH]c(=O)c4ccccc34)CC2)c1	6	-2	nt	-1	-4
29	Cc1ccccc1C1=N/C(=C/c2cccs2)C(=O)O1	-15	0	7	3	4
30	O=C(CN1CCC(NC(=O)C2CC2)CC1)Nc1cccc(F)c1	4	5	3	-2	-7

entry	ZTA DNA inh	PAFAH1B3 inh	EBNA-1 inh	LYPLA2 inh
21	-5	-4	-8	-4
22	-15	1	-10	12
23	11	10	6	6
24	15	8	3	7
25	-3	-4	-7	4
26	-9	8	-14	4
27	nt	5	nt	nt
28	-5	7	nt	-4
29	-3	-7	8	17
30	3	6	11	9

Other structures follow.
entry	SMILES	PREPL inhibitor	PAD4 FP inh	GSTO1 counter	LYPLA1 inh	PAFAH2 inh
31	COc1ccc(N2CCN(S(=O)(=O)c3c(C)[nH]c(C)c3C(=O)N3CCCC3)CC2)cc1	17	3	-2	6	7
32	COc1ccc(-c2cn(Cc3ccc(C(N)=O)cc3)c(-c3ccc(Cl)nc3)n2)cc1	-2	-3	1	-2	3
33	CC(C)(C)c1cc(C(=O)N/N=C/c2ccco2)n[nH]1	4	-1	4	0	-2
34	CCOc1ccc(-c2cnc3n2CCCCC3)cc1	0	-3	1	1	2
35	Cc1nn(Cc2ccc(F)cc2)c(C)c1NC(=O)c1cnn2cccnc12	7	-2	-8	-2	-2
36	CCc1c(C)c2cc(Cl)c(O)c(CN(C)C)c2oc1=O	2	-1	-3	-2	4
37	COc1ccc(C(=O)CC(=O)c2ccccc2O)cc1	5	-5	12	-4	-1
38	CCOc1cc(NC(=S)Nc2ccccc2OC)c(OCC)cc1NC(=O)c1ccccc1C	5	-3	5	-1	3
39	CN(C)C(=S)Nc1ccc(Br)cc1Cl	-10	-2	-8	0	5
40	O=C1c2ccccc2C(O)(Cc2ccccc2)N1c1ccc2c(c1)OCO2 (stereo not drawn)	4	-5	7	1	7

entry	ZTA DNA inh	PAFAH1B3 inh	EBNA-1 inh	LYPLA2 inh
31	-13	7	-3	-1
32	-7	6	0	1
33	25	5	-2	-1
34	11	10	0	1
35	1	8	15	-3
36	18	11	8	1
37	-6	9	-1	-3
38	-10	7	4	0
39	-14	8	-4	-4
40	2	1	1	-2

Continuation:
entry	SMILES	PREPL inhibitor	PAD4 FP inh	GSTO1 counter	LYPLA1 inh	PAFAH2 inh
41	CC1=CCC2C(=O)N(c3ccc(C(=O)Nc4ccccc4Cl)cc3)C(=O)C2C1 (stereo not drawn)	-6	-4	6	-2	-1
42	COc1ccc(C2CC(=O)C3=C(C2)Nc2ncnn2C3c2ccccc2C)c(OC)c1 (stereo not drawn)	-16	-3	5	-4	3
43	CSc1nsc(SCc2cnc(C)nc2N)n1	4	4	-7	0	2
44	COc1cc(OC)cc(-c2c(C#Cc3ccsc3)c3cc(-c4cc(OC)c(OC)c(OC)c4)ccc3n2C)c1	8	-4	nt	nt	-12
45	O=C1/C(=C\c2ccc(C(F)(F)F)cc2)CSc2sccc21	-9	-2	-1	-2	4
46	C[C@H]1[C@H](C)CC[C@]2(C)CC[C@]3(C)C(=CC(=O)C4[C@@]5(C)CC[C@H](O)C(C)(C)C5CC[C@]43C)[C@H]12 (stereo partly drawn)	2	-2	nt	-2	1
47	Cc1cc(C)n(C(=O)c2ccc(Cl)c(F)c2F)n1	0	-3	3	-2	10
48	COC(=O)C(CC(=O)c1ccc(Br)cc1)n1nc(C)cc1C (stereo not drawn)	-3	-2	1	4	1
49	COc1ccccc1C(=O)NCC1(c2ccccc2)CCCC1	2	1	3	-5	7
50	CCOc1c2ccccc2nn1CCO	-4	-4	-1	1	2

entry	ZTA DNA inh	PAFAH1B3 inh	EBNA-1 inh	LYPLA2 inh
41	-2	-1	19	10
42	-4	4	-13	-3
43	-9	10	0	-1
44	nt	9	nt	nt
45	-3	7	-11	-4
46	8	12	nt	-11
47	-3	7	-9	-5
48	-1	4	1	-2
49	-12	8	2	-1
50	-6	3	9	7

3 entries picked at random from those above, as already listed:
entry	SMILES	PREPL inhibitor	PAD4 FP inh	GSTO1 counter	LYPLA1 inh	PAFAH2 inh
41	CC1=CCC2C(=O)N(c3ccc(C(=O)Nc4ccccc4Cl)cc3)C(=O)C2C1 (stereo not drawn)	-6	-4	6	-2	-1
47	Cc1cc(C)n(C(=O)c2ccc(Cl)c(F)c2F)n1	0	-3	3	-2	10
42	COc1ccc(C2CC(=O)C3=C(C2)Nc2ncnn2C3c2ccccc2C)c(OC)c1 (stereo not drawn)	-16	-3	5	-4	3

entry	ZTA DNA inh	PAFAH1B3 inh	EBNA-1 inh	LYPLA2 inh
41	-2	-1	19	10
47	-3	7	-9	-5
42	-4	4	-13	-3

Additional entries:
entry	SMILES	PREPL inhibitor	PAD4 FP inh	GSTO1 counter	LYPLA1 inh	PAFAH2 inh
51	CC(NC(=O)c1cccc(S(=O)(=O)N(C)c2ccccc2)c1)c1cccnc1 (stereo not drawn)	0	-2	nt	nt	-3
52	CCOC(=O)C1C(=O)CC(C)(O)C(C(=O)OCC)C1c1ccc(F)cc1 (stereo not drawn)	1	-2	-3	-3	8
53	CC(C)(C)C(=O)O/N=C(\N)c1ccc(-c2csnn2)cc1	-8	-2	-5	2	-2
54	COc1ccc(-c2[nH]ncc2CNCCc2ncccc2C)cc1F	2	-3	2	2	-3
55	O=C(Cc1n[nH]c(=O)[nH]c1=O)N/N=C/c1ccccc1O	-2	1	8	3	4
56	COc1cc(C=O)ccc1OC(=O)Nc1ccccc1	6	-3	6	2	1
57	C[C@@H]1COC(=O)[C@H](Cc2ccc(F)cc2)CC/C=C/C[C@@H](CC(=O)N[C@H](CO)Cc2ccccc2)C(=O)N1	27	-4	nt	nt	3
58	CCCC(c1nnnn1CC1CCCO1)N1CCN(c2nc3ccccc3s2)CC1 (stereo not drawn)	19	0	6	-4	-3
59	CCCNC(=O)NC(=O)COC(=O)c1ccc(OC)c(S(=O)(=O)N2CCCc3ccccc32)c1	-18	-2	-1	-2	20
60	O=C1C(Cl)=C(NC2CCCCC2)C(=O)N1Cc1ccccc1	-5	0	-10	-4	0
61	COc1ccc(C(=O)NNC(=O)c2ccc(S(=O)(=O)N3CCCCC3)cc2)cc1	19	-2	5	3	6

entry	ZTA DNA inh	PAFAH1B3 inh	EBNA-1 inh	LYPLA2 inh
51	nt	-3	nt	nt
52	5	-3	5	-2
53	-9	2	-5	2
54	8	13	-4	-1
55	5	5	8	-3
56	9	7	-5	3
57	nt	9	nt	nt
58	-13	6	-3	-2
59	14	8	6	-8
60	13	8	-1	-8
61	-5	12	-7	-2
